Assay outcomes from PubChem.
TNAP activation fold = stimulation of alkaline phosphatase TNAP activity – biochemical, luminescent, no phosphate acceptor, uHTS, primary screen (AID 1001). one-dose activation fold at 20 µM; EC50 in µM for titrated hits. purified TNAP, luminescent activation assay, no phosphate acceptor; higher activation fold means a stronger effect. 200,000 tested, 0.03% active; in the data active means activation fold from about 3, or a potency from the dose series; inactive means the rest, 99 in 100 with activation fold below about 1.6; further: many of its hits are not listed in these tables
UTI89 phage lysis = inhibition of K1F phage lysis, E. coli UTI89, bacterial capsule biogenesis inhibitors, alamar blue (AID 488966). E. coli UTI89 K1F phage lysis, alamar blue, 2 h; higher % means a stronger effect. one-dose inhibition, % at 100 µM; IC50 in µM for titrated hits. 340,000 tested, 0.02% active;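 active means phage lysis inhibition, versus mean bacterial control, above a set limit; inconclusive means no clear call, values can overlap the other calls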;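 further: capsule biogenesis inhibitors block K1F phage lysis so surviving cells raise fluorescence; higher fluorescence means more inhibition of phage lysis; actives were called in the ten point dose series up to 300 µM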
M1AAP inhibition = malaria alanyl aminopeptidase activity blockers – biochemical, fluorogenic H-Leu-NHMec substrate, 1536-well (AID 1445); inhibition, % at 30 µM, or IC50 in µM where a hit was titrated; 220,000 tested, 0.42% active; recombinant M1AAP, H-Leu-NHMec fluorogenic kinetic assay; higher % means a stronger effect;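 active means primary inhibition above the hit cutoff, then over 50% inhibition at one or more dose response concentrations, cut at about 23% in these data, passing the limit was not always enough; inconclusive means conflicting primary data, or primary hits not chosen for dose response; inactive means low primary inhibition, or under 50% at every dose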;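 further: plate controls were DMSO full reaction for no effect and no enzyme background for full effect; strong numbers were not always called active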
SIAH1 antagonists = blockers of Siah-1 interaction with plectin peptide – biochemical, fluorescence polarization, rhodamine-plectin, uHTS, primary screen (AID 1817); Siah-1 / rhodamine-plectin peptide fluorescence polarization; higher % means a stronger effect; displacement, % at 20 µM; hits with a dose series show IC50 in µM; 290,000 tested, 0.02% active;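 active means displacement of at least 50% at 20 µM, with a fluorescence ratio check between 0.3 and a set limit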;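 further: plate controls were Siah plus tracer with DMSO for no effect and tracer alone without Siah for full effect; strong numbers were not always called active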
M17LAP inhibition = P. falciparum M17LAP inhibitors, primary screen, biochemical, fluorogenic H-Leu-NHMec substrate, 1536-well (AID 1619); inhibition, % at 30 µM, or IC50 in µM where a hit was titrated; recombinant M17LAP, H-Leu-NHMec fluorogenic kinetic assay; higher % means a stronger effect; 220,000 tested, 0.38% active;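 active means compound inhibiting the enzyme by more than half at any dose during confirmatory dose-response retesting; inconclusive means strong single-dose inhibitors picked by rank but not retested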;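 further: plate controls were full reaction with DMSO carrier for no effect and no enzyme background for full effect; strong numbers were not always called active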
XIAP antagonists = XIAP antagonists, biochemical, IAP family, fluorescence polarization (AID 1018); one-dose displacement, % at 20 µM; IC50 in µM for titrated hits; 200,000 tested, 0.007% active; XIAP BIR domain, fluorescence polarization peptide displacement; higher % means a stronger effect; in the data active means displacement above about 50%; further: a part of the inactive calls stands beside numbers as strong as those of hits
PMI inhibition = human PMI inhibitors, high substrate, primary screen, biochemical, fluorescence intensity, high mannose 6-phosphate (AID 1220). recombinant PMI enzyme, coupled fluorescence intensity; higher % means a stronger effect. one-dose inhibition, % at 20 µM; IC50 in µM for titrated hits. 190,000 tested, 0.66% active
human PMI inhibition = inhibitors of human PMI, primary screen, biochemical, fluorescence intensity, coupled assay (AID 1209); inhibition, % at 20 µM; hits with a dose series show IC50 in µM; 190,000 tested, 0.42% active; purified PMI enzyme, coupled fluorescence intensity; higher % means a stronger effect;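 further: plate controls were DMSO vehicle for no effect and wells lacking substrate for full effect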
Lipid droplet = modulators of hepatic lipid droplet formation; AML12 mouse hepatocytes, oleate lipid droplets, BODIPY imaging; inhibition, % at 6.5 µM; 240,000 tested, 0.4% active;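 active means lipid droplet intensity inhibited by at least 50%, with more than 500 cells counted; inconclusive means wells with under 300 cells, treated as cytotoxic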
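Test system: AML12 mouse liver cells; schedule: overnight exposure; technique: high-content imaging of BODIPY-stained droplets and DAPI nuclei; read-out: % inhibition of corrected integrated BODIPY droplet signal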
Lipid droplet cells 6.5 µM = recorded beside Lipid droplet, whose call it bears; cell count; measured here: cell count, cytotoxicity flag;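 cells counted across two imaged fields per well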
* marks the source's active call; other numbers are inactive results; ? = inconclusive; . = no result given; & = joins results of further samples; [ ] = remark or other dose. Unless noted, no stated cut-off is given here; in the data, active means inhibition above about 50%; inactive means the rest.

SMILES	TNAP activation fold	UTI89 phage lysis	M1AAP inhibition	SIAH1 antagonists	M17LAP inhibition	XIAP antagonists	PMI inhibition	human PMI inhibition	Lipid droplet	Lipid droplet cells 6.5 µM
COc1ccc(NC(=O)CN2CCN(C3c4ccccc4-c4ccccc43)CC2)c(OC)c1	1.3	-0.2%	2%	2%	2%	-5.9%	4%	6%	.	.
CC1(C)CC(=O)c2cc(OCC(=O)N3CCOCC3)ccc2O1	1.1	0.5%	20%	2%	-128%	-1.6%	-4%	2%	1	742
Cc1c(C(=O)O)[nH]c2c1C(=O)CC(c1ccccc1)C2 (stereo not given)	1.1	0.4%	-4%	1%	-5%	-7.7%	2%	6%	-8	791
COc1ccc(C(=O)Nc2ccc(S(=O)(=O)Nc3nccnc3OC)cc2)cc1OC	1.1	-1.5%	4%	7%	16%	2.0%	19%	17%	4	691
O=C(NCc1cccnc1)C1c2ccccc2C(=O)N1Cc1ccco1 (stereo not given)	1.1	-0.5%	6%	1%	7%	-16%	0%	5%	8	692
CCn1c(N2CCN(CC(=O)Nc3cccc(C)c3C)CC2)nc2ccccc21	1.1	-0.6%	12%	2%	5%	-4.3%	9%	8%	.	.
Cc1ccc(COC(=O)CCc2nc3ccccc3c(=O)[nH]2)cc1	1.1	4.1%	-1%	3%	4%	-11%	-5%	-2%	-5	691
COc1ccc(CCNC(=O)CN(CCc2ccccc2)S(C)(=O)=O)cc1	1.1	1.1%	-4%	-2%	-7%	-6.5%	-8%	2%	3	707
O=C(NCCNc1ccc([N+](=O)[O-])cc1C(F)(F)F)c1ccccc1F	1	0.7%	2%	-3%	-1%	-4.0%	10%	11%	.	.
CC1CCN(CC(=O)N2c3ccccc3CCc3ccccc32)CC1	1.1	0.7%	4%	-2%	-5%	-20%	1%	3%	7	698
CC(C)S(=O)(=O)CC(=O)c1ccc(Cl)cc1	1.1	0.2%	6%	-5%	-2%	-12%	2%	-10%	-15	679
C=CCn1c(O)c(N=NC(=S)Nc2cccc(OC)c2)c2ccccc21	0.8	0.8%	9%	-9%	5%	0.6%	-11%	-7%	-3	764
C/C(Cn1cnc([N+](=O)[O-])n1)=N\NC(=O)c1ccc(Br)cc1	1	2.2%[50 µM]	10%	3%	11%	-19%	4%	1%	1	666
Cn1c(=O)oc2cc(S(=O)(=O)NCc3ccccn3)ccc21	1.1	3.6%	-1%	-3%	-8%	1.3%	-6%	-7%	.	.
CC(=O)Nc1ccc2c(c1)ncn2C	1.1	-0.9%	1%	21%	10%	1.4%	-5%	-5%	-8	689
CCc1ccc(-c2cc(C(=O)NN3CCOCC3)c3ccccc3n2)cc1	1.1	0.9%[50 µM]	2%	1%	11%	-5.2%	6%	9%	-24	714
O=S(=O)(c1ccccc1)N1N=C(c2ccccc2)CC1c1ccccc1 (stereo not given)	1	0.7%	0%	0%	1%	-2.3%	13%	17%	-2	695
CC1CCN(C(=S)NC(=O)c2ccccc2)CC1	1.2	0.8%	4%	3%	8%	-4.6%	1%	-6%	13	793
O=C(Oc1ccnc2cc(Cl)ccc12)N1CCCCCC1	1.1	-0.6%	-1%	3%	7%	-4.8%	12%	13%	.	.
c1ccc(-c2csc(-n3cccn3)n2)cc1	1.1	0.1%	8%	1%	8%	-9.6%	5%	0%	12	682

Quoted at random: four compounds from above
SMILES	TNAP activation fold	UTI89 phage lysis	M1AAP inhibition	SIAH1 antagonists	M17LAP inhibition	XIAP antagonists	PMI inhibition	human PMI inhibition	Lipid droplet	Lipid droplet cells 6.5 µM
CC(C)S(=O)(=O)CC(=O)c1ccc(Cl)cc1	1.1	0.2%	6%	-5%	-2%	-12%	2%	-10%	-15	679
CC1CCN(C(=S)NC(=O)c2ccccc2)CC1	1.2	0.8%	4%	3%	8%	-4.6%	1%	-6%	13	793
CC(=O)Nc1ccc2c(c1)ncn2C	1.1	-0.9%	1%	21%	10%	1.4%	-5%	-5%	-8	689
Cc1ccc(COC(=O)CCc2nc3ccccc3c(=O)[nH]2)cc1	1.1	4.1%	-1%	3%	4%	-11%	-5%	-2%	-5	691

More compounds:
SMILES	TNAP activation fold	UTI89 phage lysis	M1AAP inhibition	SIAH1 antagonists	M17LAP inhibition	XIAP antagonists	PMI inhibition	human PMI inhibition	Lipid droplet	Lipid droplet cells 6.5 µM
O=C(Nc1ccc([N+](=O)[O-])cc1)C(=O)Nc1cccc(C(=O)O)c1	.	0.7%[50 µM]	4%	1%	6%	.	.	.	1	729
Cc1ccc2nc(NC(=O)c3ccc4ncsc4c3)sc2c1	1	-0.7%	12%	6%	3%	0.2%	-6%	-2%	-14	647
O=C(NC1CCCCCC1)c1nnc(Cc2ccc(Cl)cc2)o1	1	-1.0%	-4%	0%	3%	-5.6%	-4%	-2%	-6	672
C/C(=N\NC(=O)c1cccc(N/N=C(\C)c2ccccc2)c1)c1ccccc1	0.9	-0.4%[50 µM]	-1%	-4%	-2%	-5.3%	-175%	-78%	-1	695
COc1ccc(/C=N/NC(=S)Nc2cccc(C(=O)O)c2)cc1	1.1	0.1%	11%	-9%	20µM*	1.5%	-2%	-5%	3	668
COc1ccc(-c2noc(CCC(=O)Nc3ccc(C)c(C)c3)n2)cc1	1.1	0.2%	9%	7%	3%	-7.5%	20%	17%	-4	619
Cc1ccc(-c2nnn(CC(=O)N(CCN3CCOCC3)C(C(=O)NC(C)(C)C)c3ccco3)n2)cc1 (stereo not given)	1.1	1.6%	4%	3%	-1%	-20%	1%	0%	4	667
CCCn1nnnc1NCc1ccc(F)cc1	1	0.2%	.	-2%	.	-5.8%	-8%	-5%	9	673
COC1=C(OC)c2ccccc2C(C(=O)O)N/C1=C(/C)Nc1ccncc1 (stereo not given)	1	0.1%	3%	-7%	19%	-5.9%	-25%	-11%	.	.
O=C1NC(=Nc2ccc3ccccc3c2)S/C1=C/c1ccco1	1.3	0.1%	17%	1%	5%	-8.4%	-28%	-32%	-7	723
O=C(NCc1ccccn1)C1CC(c2ccc(Cl)c(Cl)c2)=NO1 (stereo not given)	1.1	1.0%	-1%	3%	5%	-1.3%	10%	6%	.	.
O=C1/C(=C\c2ccc([N+](=O)[O-])cc2)CCc2ccccc21	1.2	0.1%	-3%	2%	-8%	1.9%	4%	20%	11	658
CC(=O)c1c(C)[nH]c(C(=O)CSc2nnc(C3CCCCC3)n2N)c1C	1	-0.1%	6%	-2%	20%	-4.6%	6%	12%	-7	759
COC(=O)c1ccccc1NC(=O)c1cccc(COc2ccccc2Cl)c1	1	3.3%	7%	14%	10%	-4.4%	6%	-1%	6	814
O=C(Nc1ccc(Cl)c(Cl)c1)OCCNC(=O)c1ccncc1	1.1	-0.2%	7%	7%	2%	-3.8%	12%	12%	-6	689
Cc1nc2ccc(NS(=O)(=O)c3ccc4c(c3)OCCO4)cc2s1	1	-0.3%	2%	-5%	10%	-0.9%	10%	14%	-41	646
CCOc1ccc(CC(=O)OCc2cc(=O)n3cc(Br)ccc3n2)cc1	1	-0.1%	1%	-2%	6%	-6.4%	1%	2%	12	715
Cc1cccn2c(=O)c3cc(C#N)c(=NC(=O)c4ccncc4)n(CCCOC(C)C)c3nc12	0.9	0.3%	?	4%	-96%	-1.7%	-103%	-70%	.	.
COCCNC(=O)Cn1cc(C(=S)N2CCCCC2)c2ccccc21	1.1	-0.6%	-7%	0%	-4%	-10%	0%	-8%	-1	681
CCC(C)NC(=O)CCSc1ccc(C)cc1 (stereo not given)	1.1	1.6%[50 µM]	2%	7%	9%	4.8%	8%	0%	-3	770
COc1ccc(CCN2C(=O)NC(NS(=O)(=O)c3ccc(Cl)cc3)(C(F)(F)F)C2=O)cc1OC (stereo not given)	1	0.1%	6%	10%	16%	-7.1%	-9%	-26%	5	739
O=C(c1ccccc1)N1CCN=C1SCc1ccc([N+](=O)[O-])cc1	1	2.8%	2%	-4%	6%	1.0%	2%	19%	-4	636
COC(=O)c1scc(C)c1NS(=O)(=O)c1ccc(NC(C)=O)cc1	.	0.5%	-2%	0%	-8%	.	.	.	6	519
C=C(C)C1CC=C(C)/C(=N/NC(=O)c2ccc(NC(=O)CCC)cc2)C1 (stereo not given)	1.1	2.8%	8%	2%	-6%	-4.3%	8%	15%	0	769
C=CCn1c(P(C)(=O)O)nc2ccccc21	1.1&1	-0.5%&-1.8%	-2%&2%	4%&9%	3%&3%	2.0%&-4.0%	-12%&0%	-6%&8%	0&1	767&679
CC(C)CN1C2CCCC1CC(NC(=S)NCc1ccco1)C2 (stereo not given)	1.1	-0.3%	0%	2%	1%	-3.5%	13%	16%	2	757
CCCc1nnc(NC(=O)CCC(=O)NCc2ccccc2OC)s1	1	1.5%	2%	-3%	13%	-0.4%	3%	8%	.	.
O=S(=O)(Nc1nc2ccccc2nc1Nc1ccc2c(c1)OCO2)c1ccccc1	1	-0.2%	33%	-3%	-5%	-19%	3%	11%	-5	645
Cc1ccc2nc(NCCO)nc(-c3ccccc3)c2c1	1.2	2.8%	8%	5%	-76%	-6.3%	5%	12%	4	724
Cc1c(NC(=O)CCC2CCCCC2)cc(C(=O)N2CCOCC2)cc1[N+](=O)[O-]	1.1	2.5%	13%	-1%	5%	-8.3%	-6%	-2%	2	701
O=C(CCC1CCCN(C(=O)c2ccc3c(c2)OCO3)C1)NCc1ccc(F)c(F)c1 (stereo not given)	1	0.0%	11%	-5%	2%	-4.9%	-7%	-10%	-16	591
COc1ccc(C(=O)CSc2nnc(-c3ccoc3C)n2CC2CCCO2)cc1 (stereo not given)	1.1	-2.0%	9%	1%	5%	-5.8%	-13%	-8%	.	.
O=S(=O)(c1ccccc1)N1CCC(N2CCN(c3ccccc3)CC2)CC1	1.1	.	.	0%	.	-8.7%	4%	12%	.	.
Nc1nnnn1CC(=O)OCc1cccc(Br)c1	1.1	1.0%	-2%	0%	0%	-6.6%	-4%	-4%	.	.
O=S(Cc1ccc(Br)cc1)Cc1nnc(SCc2ccc(Br)cc2)n1-c1ccccc1 (stereo not given)	1.1	-5.6%	3%	10%	-12%	-1.9%	17%	16%	.	.
CCc1nn(CC(=O)NCCCN2CCCC2=O)c(=O)c2cc3sccc3n12	0.9	4.7%	4%	2%	9%	-6.9%	0%	6%	-1	650
CC(=O)Nc1ccc(S(=O)(=O)N(C)CC(=O)OCC(=O)c2cc(C)n(-c3ccc4c(c3)OCO4)c2C)cc1	0.9	3.1%	-2%	-5%	-7%	-20%	31%	22%	-20	668
COc1ccc(C/C(N)=N/OC(=O)Cc2ccccc2)cc1	1.1	0.9%	3%	2%	-2%	-2.0%	0%	4%	.	.

This is a random part of the collection; any-hit rate near 1.9%.
